Screens: PubChem, National Center for Advancing Translational Sciences (NCATS)
Nrf2 block – blocks Nrf2 signaling; A549 ARE-Fluc reporter, luciferase luminescence, 18-24 h; Potency, µM (series often up to 46 µM), for inactives: at the top dose activity change, negative = inhibition, hits mostly inhibitors; actives 2.1% (n = 360,000); AID 504444; also: % is scaled to controls: 0 for no effect and ±100 for the full control effect; nearly all actives have a fitted effect of over 60% in size
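A549 ARE_Fluc cells (5000/well, 5% FBS OPTI-MEM) pre-incubated 2 h, then treated with compounds 18-24 h at 37C/5% CO2 in concentration-response. CellTiter-Fluor viability read first; BugLite luciferase luminescence after 15 min at room temperature gives Nrf2 activity.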
Nrf2 ARE act – activators of Nrf2 (ARE) signaling; AREc32 ARE-luciferase reporter (MCF7-derived line), luminescence, 24 h; actives 0.31% (n = 410,000); AID 624171; Potency, µM (titrated, usually from 46.1 µM), for inactives: top-dose activation, usual class: activators; also: % of control where 0% means no effect; nearly all actives have a fitted effect of over 65% in size
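AREc32_Fluc, 1000 cells/well, OPTI-MEM + 5% FBS, o/n 37 deg C 5% CO2; 23 nL cpd by pin tool, 24 hr; Steady-Glo 30 min RT, luminescence.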
EPAC2 antag – antagonists of human EPAC2; EPAC2 GEF exchange of Rap1B-BODIPY-GDP, fluorescence; actives 0.18% (n = 360,000); Potency, µM (top dose mostly 114 µM), inactives show at the highest dose activity, negative = inhibition, hits mostly inhibitors; Q8WZA2; also: % is scaled to controls: 0 for no effect and ±100 for the full control effect; nearly all actives have a fitted effect of over 45% in size; many of its hits are not listed in these tables
Target sequence (Q8WZA2 whole entry, looked up): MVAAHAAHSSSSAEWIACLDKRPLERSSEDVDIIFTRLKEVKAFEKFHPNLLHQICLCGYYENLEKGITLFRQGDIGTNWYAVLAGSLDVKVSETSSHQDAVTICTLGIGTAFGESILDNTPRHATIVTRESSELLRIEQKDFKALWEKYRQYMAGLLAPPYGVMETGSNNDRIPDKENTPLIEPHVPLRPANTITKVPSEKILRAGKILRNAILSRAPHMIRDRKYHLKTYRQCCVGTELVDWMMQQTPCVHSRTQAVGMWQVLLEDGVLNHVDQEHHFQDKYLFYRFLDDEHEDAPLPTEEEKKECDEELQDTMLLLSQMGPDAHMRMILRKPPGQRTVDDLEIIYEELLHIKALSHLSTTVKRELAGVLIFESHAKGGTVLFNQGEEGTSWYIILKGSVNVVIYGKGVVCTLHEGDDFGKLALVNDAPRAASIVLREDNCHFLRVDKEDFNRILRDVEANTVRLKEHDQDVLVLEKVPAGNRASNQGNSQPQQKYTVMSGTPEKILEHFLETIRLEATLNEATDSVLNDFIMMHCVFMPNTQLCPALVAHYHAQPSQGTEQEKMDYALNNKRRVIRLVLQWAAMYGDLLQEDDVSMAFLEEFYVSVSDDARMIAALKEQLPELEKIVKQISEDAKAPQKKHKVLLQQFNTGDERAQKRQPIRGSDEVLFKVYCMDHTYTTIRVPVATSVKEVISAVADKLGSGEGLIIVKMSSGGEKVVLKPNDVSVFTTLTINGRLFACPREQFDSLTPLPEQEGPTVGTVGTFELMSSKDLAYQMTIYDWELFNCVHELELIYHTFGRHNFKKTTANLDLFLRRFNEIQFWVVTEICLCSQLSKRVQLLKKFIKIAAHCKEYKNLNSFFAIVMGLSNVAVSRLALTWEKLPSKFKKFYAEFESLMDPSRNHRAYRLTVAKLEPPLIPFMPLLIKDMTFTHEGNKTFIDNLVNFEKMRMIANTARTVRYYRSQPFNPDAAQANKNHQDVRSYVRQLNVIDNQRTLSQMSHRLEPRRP
S2 tox – reduces viability in counter-screen for ATXN expression inhibitors; actives 0.49% (n = 400,000); S2 cells (HEK-293 line with an ATXN2-luciferase reporter) viability, CellTiter-Fluor protease fluorescence, 24 h; Potency, µM (top dose mostly 56.7 µM), actives largely listed as cytotoxic; AID 651635; also: nearly all actives have a fitted effect of over 40% in size
TGFb SMAD3 inh – inhibitors of TGF-b signaling; actives 1.2% (n = 410,000); AID 588855; HepG2 CAGA-GFP TGF-b/SMAD3 reporter, GFP fluorescence, 18 h; TGF-beta stimulated, 500 pg/mL final; Potency, µM (series often up to 46.1 µM), inactives show at the highest dose activity, negative = inhibition, usual class: inhibitors; also: % is scaled to controls: 0 for no effect and ±100 for the full control effect; nearly all actives have a fitted effect of over 65% in size
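Smad-responsive CAGA-GFP expression was quantified in HEPG2 cells exposed to compounds and 500 pg/mL final TGF-beta for 18 h at 37 degrees C; unstimulated wells defined full inhibition.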
A549 viability – counter-screen for Nrf2 inhibitors: cytotoxicity in A549 cells | A549 ARE-Fluc cells, CellTiter-Fluor viability, 18-24 h | actives 0.16% (n = 390,000) | Potency, µM (series often up to 46 µM), without a hit: at the top dose activity change, negative = cytotoxicity, actives largely listed as inhibitors; also: % is scaled to controls: 0 for no effect and ±100 for the full control effect
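A549 ARE-Fluc cells in 5% FBS OPTI-MEM, 5000 cells/well, rested 2 h then exposed to compounds in concentration-response for 18-24 h at 37 °C. Viability by CellTiter-Fluor fluorescence (Ex 405/Em 525) after 30 min; luciferase luminescence (BugLite, 15 min, RT) read afterwards.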
ATXN2 expr inh – inhibitors of ATXN2 expression. AID 1745845. actives 0.72% (n = 360,000). Potency, µM (doses to about 57 µM), for inactives: top-dose activity change, negative = inhibition, most hits filed as inhibitors. HEK-293 ATXN2-luciferase reporter, luminescence, 24 h; also: % is scaled to controls: 0 for no effect and ±100 for the full control effect; nearly all actives have a fitted effect of over 55% in size
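ATXN2-luciferase reporter cells (luciferase flanked by upstream and downstream ATXN2 gene portions) were treated 24 h at 37 °C with compounds at up to 57 uM. SteadyGlo luminescence gave expression; GF-AFC fluorescence gave viability.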
HepG2 viability – HepG2 cytotoxicity, counter-screen for TGF-b inhibitors; HepG2 CAGA-GFP viability, ATP luminescence, 18 h; Potency, µM (top dose mostly 46.1 µM), for inactives: at the highest dose activity change, negative = cytotoxicity, most hits filed as cytotoxic; actives 0.76% (n = 410,000); also: some results filed as inactive show a strong effect at the top dose
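HepG2 CAGA-GFP cells (1000/well, DMEM with 1% FBS) received compound, then TGF-beta at 500 pg/mL final, and were incubated 18 hours at 37 degrees C. Viability was read by CellTiter-Glo luminescence. Media-only wells were set as complete cell-killing and DMSO as no toxicity.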
MCF10A rerep – induces DNA re-replication in MCF 10a normal breast cells. MCF 10A DNA re-replication, Hoechst nuclear intensity, 48 h. Potency, µM (series often up to 46.1 µM), for inactives: at the highest dose activity, positive = re-replication, most hits filed as activators. actives 2.9% (n = 350,000). AID 624296; also: % of control where 0% means no effect; nearly all actives have a fitted effect of over 50% in size
Active calls of the source: *; i = inactive; u = inconclusive; x = no result given; & = joins results of further samples; [ ] = remark or other dose. Calls follow the shape of the dose curve; as a rule, active = well fitted curve in the direction sought with a large enough effect; inconclusive = small, poorly fitted or top-dose-only effect, or another doubt; inactive = no such curve, though single readings can be large; an effect the other way counts as inactive or inconclusive. Potency is read from the fitted curve at half-maximal effect.

SMILES | Nrf2 block | Nrf2 ARE act | EPAC2 antag | S2 tox | TGFb SMAD3 inh | A549 viability | ATXN2 expr inh | HepG2 viability | MCF10A rerep
CCOC(=O)c1ccc(NC(=O)c2ncn3c2C(=O)NC[C@@H]3C)cc1 | x | 0.2% | -1% | i | 9% | x | 3% | -5% | x
COCCCNc1ncnc2nc[nH]c12 | 6% | -1.8% | 26% | i | -2% | -2% | 7% | -4% | -4%
O=C(c1ccc(F)cc1F)N1CCCC(c2nc(-c3cccs3)no2)C1 (stereo not drawn) | -10% | 3.8% | -12% | i | -4% | 3% | -15% | -1% | 17%
Cc1ccc(Oc2ncccc2C(=O)NC2CCSC2=O)cc1 (stereo not drawn) | -29% | -0.1% | -2% | i | 8% | -3% | -24% | 0% | 4%[9.22 µM]
CCCCCCCCN1C(=O)[C@H](CC(=O)N2CCCC2)C[C@@]2(C(=O)OC)CCCCC=C12 | x | -0.9% | u | u | x | x | u | x | x
Cn1c(=NC(=O)C2CCCCC2)sc2cc([N+](=O)[O-])ccc21 | u | 25% | 1% | i | -8% | -8% | 4% | -1% | -18%
Nc1cc(-c2cccc(F)c2)nn1S(=O)(=O)c1cccc2nsnc12 | 2% | -0.5% | -4% | i | -2% | 8% | -4% | -4% | -8%
Cc1cccc(NC(=O)C2CCN(C(=O)c3ccccc3C)CC2)n1 | 1% | 0.1% | 9% | u | -5% | 0% | x | -8% | 5%
CC(C)C[C@@H](CNCC(=O)[C@H](CC(=O)O)NC(=O)c1[nH]cnc1C(=O)N[C@H](CN)CC(C)C)NC(=O)c1nc[nH]c1C(=O)N[C@@H](C)C(=O)O | 14% | -1.0% | 12% | i | -3% | -4% | 1% | 0% | -7%
O=C(C[C@@H]1C[C@@H]2c3cc(NS(=O)(=O)c4ccc(F)cc4)ccc3O[C@@H]2[C@@H](CO)O1)NC1CCCCC1 | x | -0.3% | 2% | i | -26% | x | -6% | -54% | x
O=C(COc1ccc(Cl)cc1)N1CCN(S(=O)(=O)c2cc(F)ccc2F)CC1 | x | 2.2% | -14% | i | u | x | x | -29% | x
CCOc1ccc(OCCSc2nc3ccccc3n2CC(=O)O)cc1 | 0% | -0.5% | -4% | i | 7% | -4% | x | -2% | 2%
CC1=C(C(=O)OCC(C)C)C2(O)C(=O)c3ccccc3C2(O)N1 (stereo not drawn) | -9% | 0.2%[9.22 µM] | -8% | i | 8% | -1% | -11% | 20% | 6%
COCCn1cnc2c1-c1ccc(OC)c(c1)OC/C=C\COc1cccc-2c1 | -12% | x | x | x | -15% | 0% | x | -12% | x
CC(C(=O)Nc1cc(C(F)(F)F)ccc1N1CCOCC1)N1C(=O)C2CC=CCC2C1=O (stereo not drawn) | 2% | -0.3% | 0% | i | 0% | -10% | 7% | -45% | -1%[9.22 µM]
Cc1cc(NC(=O)c2ccc([N+](=O)[O-])cc2Cl)ccc1NC(=O)c1ccco1 | -15% | -0.5% | 11% | u | -3% | -3% | 13% | 0% | -1%
Cc1ccccc1NC(=O)CSc1ccncc1 | 12% | 0.3% | -1% | i | -1% | -4% | 16% | 12% | u
COc1cc(C2C3=C(COC3=O)Oc3cc4c(cc32)OCO4)cc(OC)c1OC (stereo not drawn) | u | -0.8% | -12% | i | u | u | 10% | 0%&17% | 0.23µM*
c1ccc(CCC2CCCCN2Cc2nc(C3CC3)no2)cc1 (stereo not drawn) | -3% | -0.6% | -27% | i | -13% | 5% | x | -15% | -3%
CC(C)CC1Nc2ncnc(N3CCN(c4ccccn4)CC3)c2N(Cc2ccc(Cl)cc2)C1=O (stereo not drawn) | u | -2.9%&0.8% | u | u | u | u | -18%&-23% | -3%&0% | 81%
O=S1(=O)N[C@@H](Cc2ccccc2)COc2ccc(Cl)cc21 | x | -0.3% | 1% | i | 4% | x | 9% | -19% | x
O=C(O)CC1=C(c2ccc(F)cc2)CCC1=O | -9% | -0.2% | 5% | i | -14% | 1% | 2% | -3% | -1%
COc1ccc2nc(SCC(=O)N3CCNC3=O)[nH]c2c1 | u | -0.4% | 21% | i | 2% | -11% | 1% | 1% | -5%
CCCCn1nc(C(=O)Oc2ccc3c(C)cc(=O)oc3c2)c2ccccc2c1=O | 0% | 0.3% | 8% | u | 0% | 0% | -8% | -7% | u
Cc1ccccc1OCCCCn1c(CCNC(=O)C(C)(C)C)nc2ccccc21 | 23µM* | 3.1% | x | u | 16µM* | -25% | u | -86% | x

Results in A549 viability and EPAC2 antag, for 4 of the compounds above:
SMILES | A549 viability | EPAC2 antag
Cn1c(=NC(=O)C2CCCCC2)sc2cc([N+](=O)[O-])ccc21 | -8% | 1%
COc1cc(C2C3=C(COC3=O)Oc3cc4c(cc32)OCO4)cc(OC)c1OC (stereo not drawn) | u | -12%
CCCCCCCCN1C(=O)[C@H](CC(=O)N2CCCC2)C[C@@]2(C(=O)OC)CCCCC=C12 | x | u
COc1ccc2nc(SCC(=O)N3CCNC3=O)[nH]c2c1 | -11% | 21%

Going on with the list:
SMILES | Nrf2 block | Nrf2 ARE act | EPAC2 antag | S2 tox | TGFb SMAD3 inh | A549 viability | ATXN2 expr inh | HepG2 viability | MCF10A rerep
C=CCN1CCc2cc(O)c(O)cc2C(c2ccccc2)C1 (stereo not drawn) | 5% | -0.4% | 2% | i | -2% | -1% | 4% | 1% | -1%
Cc1cccc(NC(=O)c2ccc(Cl)c(S(=O)(=O)N3CCc4ccccc43)c2)n1 | u | 4.7% | 18% | i | u | 1% | x | -27% | 18%
CCOC(=O)Nc1ccc2c(c1)Sc1ccccc1N2C(=O)CCN1CCOCC1 | x | 11% | 0% | i | -21% | -4% | -8% | 6% | 6%
Cc1ccc(S(=O)(=O)N2CCCCC2)cc1NC(=O)CSc1ncccn1 | 9% | 0.0% | 3% | i | -4% | 14% | -9% | -3% | 2%
COc1cccc(C2CC(=O)Nc3cc4c(cc32)OCCO4)c1OC (stereo not drawn) | u | -0.7% | x | x | 6% | -7% | x | 6% | x
CCN(CC)C(=O)c1ccc(CS(=O)(=O)c2ccc(Br)cc2)cc1 | -9% | -0.1% | 2% | i | 3% | 6% | -2% | 6% | 8%
COC(=O)c1sc(NC(=S)NC(=O)c2cc(OC)c(OC)c(OC)c2)nc1C | -4% | -0.6% | -4% | i | -2% | 2% | x | -26% | -5%
Cc1cc(C)c(C(=O)Cn2nc(C(=O)O)c3ccccc3c2=O)cc1C | 1% | -0.5% | 5% | i | 9% | -8% | 12% | 17% | -2%
CC1COCC(C)N1C1=C(Cl)C(=O)c2ccccc2C1=O (stereo not drawn) | -14% | 0.5% | -17% | u | u | -17% | u | -7% | u
COc1ccc(OCC(=O)Nc2ccc(S(=O)(=O)N3CCCCCC3)cc2)cc1 | -5% | -0.5% | -13% | i | 2% | 0% | 0% | -23% | 0%
CCCOc1ccc(C2NC(=S)NC(c3ccccc3)=C2C(=O)Nc2ccc(C)cc2)cc1OC (stereo not drawn) | u | 2.9% | -3% | i | 0% | -2% | 4% | 25% | u
Cc1nnc(SCCn2c(N3CCC(C)CC3)nc3c2c(=O)[nH]c(=O)n3C)s1 | -4% | -0.4% | 17% | i | 23% | -13% | -3% | 4% | 4%
O=[N+]([O-])c1ccccc1/C=C/c1ccc2ccccc2n1 | u | u | -9% | i | -14% | 6% | 125%[activator] | -24% | u
Cc1ccc(N2C(=O)CC(Nc3cccc4ccccc34)C2=O)cc1 (stereo not drawn) | 15% | 4.3% | -17% | i | -3% | 3% | 18% | 9% | 5%
CC(=O)c1ccc(N2CCN(C(=O)c3cn(Cc4ccccc4)nc3-c3cccnc3)CC2)c(F)c1 | u | 1.2% | -10% | i | 22% | -1% | x | 5% | -6%
Cc1cc(C(=O)NC2CCCCC2)c(C)n1-c1ccc(F)cc1 | u | u | 1% | u | 1% | -2% | 46%[activator] | -7% | u
Cc1c(C(=O)OCC(=O)N(C)Cc2ccccc2)oc2ccccc12 | -29% | 0.4% | -15% | i | 4% | 1% | -7% | -1% | -3%
CCNC(=O)C1(C)CCCN(Cc2ccccc2-c2ccccc2)C1 (stereo not drawn) | x | -0.1% | -16% | i | u | x | -20% | 6% | x
COc1ccccc1/C=C\C(=O)NCC(=O)N/N=C/c1ccc(O)cc1O | -13% | -0.5% | -5% | u | u | 3% | -27% | -3% | u
CCOc1ccc(Cl)cc1-c1cc(C(=O)NC2CCCCC2)[nH]n1 | x | 5.0% | -3% | i | 6% | x | 1% | -22% | x
Cc1cc(O)c(N=Cc2cc3c(cc2[N+](=O)[O-])OCO3)cc1C | 13% | u | 0% | i | u | 0% | -22% | -61% | 16µM*
COc1ccc(CNC(=O)CC2C(=O)NCCN2CC(C)(C)C)c(OC)c1 (stereo not drawn) | 21% | 0.1% | 13% | i | 3% | 14% | -6% | -2% | -3%
O=S(=O)(c1ccc2c(c1)OCCO2)C1CCC(S(=O)(=O)c2c(F)cccc2F)CC1 (stereo not drawn) | u | 2.6% | -8% | i | 3% | -8%&-8% | 1% | 6% | -1%
Cc1ccc(S(=O)(=O)CCNC(=O)Cc2ccccc2)cc1 | -10% | -0.2% | -7% | i | 8% | 0% | -10% | 3% | 8%[9.22 µM]
CC(=O)Nc1ccc(S(=O)(=O)N2CCC(C(=O)c3ccc(F)cc3)CC2)cc1 | u | -0.4% | -22% | i | 8% | -3% | -3% | -1% | 9%
COC(=O)NNC(=S)Nc1ccc(Br)cc1 | 28% | 0.3% | 2% | i | -6% | 5% | -35% | -4% | 11%
CC1CC(C)CN(S(=O)(=O)c2ccc(C(=O)OCC(=O)Nc3ccccc3)cc2)C1 (stereo not drawn) | x | -2.1% | 0% | u | -9% | x | x | -2% | x
COc1ccc(-c2nc3ccccc3o2)cc1NC(=O)c1ccc(-c2ccc(Br)cc2)o1 | 9% | 0.4% | x | i | -6% | -7% | 21% | 20% | x

A portion taken from the entries so far:
SMILES | Nrf2 block | Nrf2 ARE act | EPAC2 antag | S2 tox | TGFb SMAD3 inh | A549 viability | ATXN2 expr inh | HepG2 viability | MCF10A rerep
CCOC(=O)c1ccc(NC(=O)c2ncn3c2C(=O)NC[C@@H]3C)cc1 | x | 0.2% | -1% | i | 9% | x | 3% | -5% | x
COCCCNc1ncnc2nc[nH]c12 | 6% | -1.8% | 26% | i | -2% | -2% | 7% | -4% | -4%

The list is partial; count on the stated rates, not on these rows.
